TDP1 inh: qHTS Assay for Inhibitors of Tyrosyl-DNA Phosphodiesterase (TDP1); Tyrosyl-DNA phosphodiesterase 1 (Homo sapiens), Q9NUW8; recombinant TDP1, AlphaScreen DNA substrate cleavage; Potency, µM (doses to about 130 µM), without a hit: top-dose activity change, negative = inhibition, hits mostly inhibitors; 350,000 compounds, 0.28% hits; note: nearly all actives have a fitted effect of over 40% in size
Target sequence (Q9NUW8 whole entry, looked up): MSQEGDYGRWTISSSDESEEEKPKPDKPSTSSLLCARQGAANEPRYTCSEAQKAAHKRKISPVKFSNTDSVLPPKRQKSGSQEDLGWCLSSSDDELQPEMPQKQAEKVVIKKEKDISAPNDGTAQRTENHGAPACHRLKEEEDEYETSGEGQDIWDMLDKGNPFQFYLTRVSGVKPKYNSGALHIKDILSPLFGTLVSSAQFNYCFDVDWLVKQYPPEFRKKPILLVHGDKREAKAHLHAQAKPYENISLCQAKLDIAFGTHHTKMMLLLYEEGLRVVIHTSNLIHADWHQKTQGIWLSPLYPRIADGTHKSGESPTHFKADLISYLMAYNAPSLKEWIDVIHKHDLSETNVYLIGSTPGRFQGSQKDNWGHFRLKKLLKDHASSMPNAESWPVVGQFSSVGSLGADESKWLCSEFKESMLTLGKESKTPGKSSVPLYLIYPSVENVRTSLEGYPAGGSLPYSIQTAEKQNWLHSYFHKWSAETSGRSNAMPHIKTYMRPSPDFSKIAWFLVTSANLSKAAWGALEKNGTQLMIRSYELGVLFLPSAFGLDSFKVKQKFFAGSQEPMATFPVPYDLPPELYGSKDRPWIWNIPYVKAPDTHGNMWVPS
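Recombinant human Tdp1 (E. coli-expressed, 1 nM final) preincubated with compounds 15 min at room temperature, then 5'-biotin/3'-phosphotyrosine-FITC DNA substrate (15 nM final) added for 5 min. AlphaScreen beads (10 ug/ml final) added 10 min; cleavage lowers signal.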
N370S GC: qHTS Assay for Inhibitors and Activators of N370S glucocerebrosidase as a Potential Chaperone Treatment of Gaucher Disease; Potency, µM (highest dose often 59.4 µM), without a hit: at the highest dose activity change, negative = inhibition, actives largely listed as inhibitors; Lysosomal acid glucosylceramidase (Homo sapiens), P04062; N370S GC spleen homogenate, 4MU-glucoside fluorescence; 330,000 compounds, 0.092% hits;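 note: 0% = full enzyme activity and -100% = no enzyme basal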
FEN1 inhibitor: qHTS Assay for the Inhibitors of Human Flap endonuclease 1 (FEN1). 390,000 compounds, 0.35% hits. Potency, µM (titrated, usually from 114 µM), without a hit: at the top dose activity change, negative = inhibition, usual class: inhibitors. AID 588795, 2011. P39748. Recombinant FEN1 flap cleavage, fluorescence, 15 min; note: nearly all actives have a fitted effect of over 65% in size
Target sequence (P39748 whole entry, looked up): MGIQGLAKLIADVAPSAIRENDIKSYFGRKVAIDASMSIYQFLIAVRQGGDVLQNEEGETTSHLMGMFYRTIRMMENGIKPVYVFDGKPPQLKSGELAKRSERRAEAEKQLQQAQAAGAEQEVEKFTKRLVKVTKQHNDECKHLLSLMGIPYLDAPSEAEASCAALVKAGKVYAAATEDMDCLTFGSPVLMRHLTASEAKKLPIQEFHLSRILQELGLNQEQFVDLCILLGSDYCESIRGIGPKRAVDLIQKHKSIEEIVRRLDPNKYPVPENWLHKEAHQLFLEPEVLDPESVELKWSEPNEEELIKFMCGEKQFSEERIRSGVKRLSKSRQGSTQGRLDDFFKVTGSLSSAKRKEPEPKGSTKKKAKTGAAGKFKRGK
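Enzyme 10 nM, 15 min RT preincubation with compound; start with substrate 50 nM final; reads at 0 and 15 min; qHTS titration, four-parameter Hill fit.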
* hit, by the source's call; ? = inconclusive; · = not tested or not shown; & = joins results of further samples; [ ] = remark or other dose. Calls come from the whole dose curve; as a rule, active = well fitted curve in the direction sought with a large enough effect; inconclusive = small, poorly fitted or top-dose-only effect, or another doubt; inactive = no such curve, though single readings can be large; an effect the other way counts as inactive or inconclusive. Unless noted, % is set by controls: 0 for no effect and ±100 for the full control effect; potency is the fitted concentration of half-maximal effect.

SMILES	TDP1 inh	N370S GC	FEN1 inhibitor
CN(C)S(=O)(=O)c1cccc(NC(=O)c2c[nH]c3ccccc23)c1	·	-15.1%	-2.8%
COc1ccc(NC(=O)CN(CC(=O)Nc2ccc(OC)cc2)C(C)(C)CO)cc1	·	-6.6%	-7.3%
COc1ccc(S(=O)(=O)Cc2ccc(C(=O)O)o2)cc1	·	3.6%	-2.3%
Cc1ccc(/C=C/C(=O)Nc2nnc(C)s2)o1	-2.6%	-7.7%	7.5%
CCOC(=O)c1c(C)[nH]c(C)c1S(=O)(=O)NCCc1cccs1	2.5%	-2.8%	-6.0%
O=C(C[C@@H]1C/C=C\CCC(=O)OC[C@H](Cc2ccccc2)NC1=O)N[C@@H](CO)Cc1ccccc1	0.0%	·	-4.9%
O=C(Nc1nc(-c2ccc(F)c(F)c2)cs1)C1=COCCO1	2.8%	·	18.1%
Cc1ccc[n+](-c2[nH]c(=O)sc2/C=N/NC(=O)c2ccccc2[O-])c1	0.0%	-8.5%	5.0%
CC(=O)Oc1ccc(NC(=O)Cc2ccccc2)cc1	-3.3%	23.3%	-3.9%
CCC(CC)C(=O)N1CCCC(c2nc(-c3cccs3)no2)C1 (stereo not drawn)	-2.3%	7.5%	1.1%
CCN(/N=C/c1ccc(N(C)C)cc1)c1nc2ccccc2[nH]1	0.0%	6.0%	19.7%
Cc1ccc2[nH]c(C(=O)O)c(NC(=O)c3ccccc3[N+](=O)[O-])c2c1	2.7%	-3.1%	-1.6%
CCc1ccccc1OCC(=O)Nc1ccc(C)c(S(=O)(=O)N2CCCCCC2)c1	-2.4%	·	1.0%
O=C(Cc1ccc(Cl)cc1Cl)Nc1ccc(OC(F)F)c(Cl)c1	5.6%	3.8%	2.3%
Cc1[nH]c2ccccc2c1/C=N/NC(=O)CNC(=O)c1ccco1	0.0%	25.5%	-2.4%
O=C(COC(=O)c1cnccn1)c1ccc(C2CCCCC2)cc1	·	-1.9%	-10.9%
C=CCNC(=O)c1cc2nc(C3CC3)cc(C(F)F)n2n1	3.9%	6.3%	3.3%
Cc1nnc(SCC(=O)Nc2cc(S(=O)(=O)N3CCOCC3)ccc2C)s1	-13.8%	-7.0%	4.4%
COCCn1c(-c2ccc(OC(F)(F)C(F)C(F)(F)F)cc2)nc2c1c(=O)[nH]c(=O)n2CC(C)C (stereo not drawn)	2.0%	8.4%	?
CC(C)c1ccccc1OCC(=O)Nc1nnc(C2CC2)s1	2.8%	-11.5%	6.3%
CCN(CC)c1ccc(C(=O)OCC(=O)NC(C)(C)C)cc1	0.6%	5.9%	-1.0%
Cc1nnc(SCC(=O)N2CCN(S(=O)(=O)c3ccc(Cl)cc3)CC2)n(N)c1=O	6.2%	3.3%	-4.0%
CN(Cc1ccccc1NS(=O)(=O)c1ccc(Cl)cc1)C1CCCCC1	-2.7%	-18.0%	-0.7%
O=C(NCc1ccc2c(c1)OCO2)c1ccc2c(c1)OCCO2	3.6%	8.4%	-7.7%
Cc1ccc(N(C)C(=O)CCS(=O)(=O)c2cc3c(cc2Cl)NC(=O)CO3)cc1	5.2%	-13.5%	-3.3%&0.3%

Next entries
SMILES	TDP1 inh	N370S GC	FEN1 inhibitor
Cc1cc(C)c(NC(=O)CCCN2C(=O)COc3ccc(C)cc32)c(C)c1	7.6%	·	-1.2%
COc1ccc(-c2nnc(COc3ccc4ccccc4c3)o2)cc1OC	4.9%	7.3%	-17.9%
COc1ccc(COC(=O)c2cccc(S(=O)(=O)N3CCCC3)c2)cc1F	0.8%	0.0%	-21.3%
O=C(CSc1nc(Nc2ccccc2)nc(N2CCOCC2)n1)Nc1ccccc1Cl	6.8%	21.2%	-9.0%
CCCc1nc2c(c(=O)c3ccccc3n2C)c(=O)n1-c1cc(C)cc(C)c1	-2.7%	16.4%	9.8%
CC1=C2C(O)C(=O)OC3CC4C(C)(C)C(=O)C=C[C@]4(C)C(CC1)[C@@]23C (stereo partly drawn)	11.9%[56.1 µM]	-9.9%	·
OC(CN1CCN(c2cccc(Cl)c2)CC1)c1ccc(F)cc1 (stereo not drawn)	·	-8.9%	-20.4%
CCc1c(O)nc(SCC(=O)Nc2nc3ccccc3s2)n(C2CCCCC2)c1=O	·	2.7%	13.8%
O=C(NCCCN1CCCCCC1)c1cc2c(=O)oc3ccccc3c2s1	-2.4%	-5.5%	70.8µM*
COc1ccccc1NC(=O)CCc1nnc2ccc(NCc3ccco3)nn12	-0.9%	0.8%	4.0%
COc1ccc(C2C(C#N)=C(N)SC(N)=C2C#N)cc1OC	11.4%	-2.0%	-0.5%
CC1CCCC(NC(=O)c2cccs2)C1C (stereo not drawn)	1.1%	·	19.7%
NS(=O)(=O)c1ccc(NC(=O)Nc2ccc3c(c2)OCO3)cc1	5.5%[56.1 µM]	-3.2%	-3.3%
O=C(CCNC(=O)c1ccccc1)OCC(=O)c1cccc(Cl)c1	-1.2%	-0.2%	-12.5%
CCc1ccc(C(C(=O)NCCOC)N(C(=O)Cn2nnc3ccccc32)c2cccnc2)cc1 (stereo not drawn)	3.3%	-0.5%	0.2%
Cc1nn(Cc2c(F)c(F)c(F)c(F)c2F)c(C)c1NC(=O)c1cccc(COc2ccc(Cl)cc2)c1	1.0%	21.5%	-27.1%
CCCCNC(=O)COC(=O)c1c2c(nc3ccccc13)CCC2	-14.9%	-18.2%	-7.4%
Cc1ccc(SC[C@H](Cc2ccccc2)N2CCN(C)CCC2=O)cc1	1.2%	2.8%	0.5%
Cc1cc2cc3c(cc2nc1SCc1ccc(C(=O)O)cc1)OCCO3	-3.4%	24.4%	2.3%
O=C(NCc1cccnc1)C(=O)NCC1OCCCN1S(=O)(=O)c1ccc(Cl)cc1 (stereo not drawn)	2.6%	-5.5%	-17.2%
O=Cc1ccc2c(c1)CCN2Cc1ccccc1	·	12.9%	-23.2%
c1ccc2c(N3CCCC3)nc(-c3ccncc3)nc2c1	2.9%	2.4%	-15.3%
O=C(Nc1cccc(S(=O)(=O)NC2=NCCC2)c1)c1ccccc1	-0.8%	·	-0.2%
CCCCc1ccc(N=N/C(C(=O)Nc2ccc(NC(C)=O)cc2OC)=C(/C)O)cc1	11.6%	-5.9%	-17.7%
COC(=O)c1cccc(NC(=S)N2CCOCC2)c1	-5.5%	4.3%	-1.4%

Structural class, the compounds so far containing an aryl methoxy group.
SMILES	TDP1 inh	N370S GC	FEN1 inhibitor
COc1ccc(NC(=O)CN(CC(=O)Nc2ccc(OC)cc2)C(C)(C)CO)cc1	·	-6.6%	-7.3%
COc1ccc(S(=O)(=O)Cc2ccc(C(=O)O)o2)cc1	·	3.6%	-2.3%
COc1ccc(-c2nnc(COc3ccc4ccccc4c3)o2)cc1OC	4.9%	7.3%	-17.9%
COc1ccc(COC(=O)c2cccc(S(=O)(=O)N3CCCC3)c2)cc1F	0.8%	0.0%	-21.3%
COc1ccccc1NC(=O)CCc1nnc2ccc(NCc3ccco3)nn12	-0.9%	0.8%	4.0%
COc1ccc(C2C(C#N)=C(N)SC(N)=C2C#N)cc1OC	11.4%	-2.0%	-0.5%
CCCCc1ccc(N=N/C(C(=O)Nc2ccc(NC(C)=O)cc2OC)=C(/C)O)cc1	11.6%	-5.9%	-17.7%

Next section.
SMILES	TDP1 inh	N370S GC	FEN1 inhibitor
CCCCn1nc(C(=O)NC2CCCCCC2)c2ccccc2c1=O	-0.3%	·	10.5%
CCN(CC)c1ccc(NC(=O)CC2Oc3ccccc3NC2=O)c(C)c1 (stereo not drawn)	-1.0%	-2.5%	17.9%
COc1ccc(Cl)cc1C(=O)NCCCn1ccnc1	·	-1.9%	0.4%
C=CCn1c(N)c(C(=O)OCC)sc1=S	5.2%	-13.7%	2.8%
COCCCN1C(=O)c2ccc(C(=O)OCC(=O)N(CCC#N)c3cc(C)cc(C)c3)cc2C1=O	4.5%	-7.9%	-0.8%
Cc1csc(CNc2ncnc3ccc(-c4cccnc4)cc23)c1	2.3%	-20.4%	-4.3%
CCOC(=O)CSC1=C(C#N)C(c2ccccc2OCC)C(C(=O)OCC)C(=O)N1 (stereo not drawn)	0.0%	-5.4%	1.6%
Cc1ccc(C)c(NC(=O)CCc2ccc(S(=O)(=O)NC3CCCCC3)cc2)c1	4.7%	9.3%	-10.6%
CCOc1ccc(C(=O)CCC(=O)Nc2ccccc2C)cc1	·	-20.8%	0.9%
Cc1cc(N2CCN(C)CC2)n2cc(-c3ccc(F)cc3)nc2n1	0.0%	3.3%	-11.4%
O=C(O)COc1c(Cl)cc(/C=C2\NC(=O)NC2=O)cc1Br	1.2%	0.0%	-1.6%
COc1ccc(NC(C)=O)cc1NC(=O)c1ccc(C#N)cc1	0.0%	-6.2%	17.2%
O=C(Nc1ccccc1)C1=C[C@H](c2ccc(Br)cc2)C[C@H](OCc2ccc(CO)cc2)O1	5.1%	18.4%	-15.8%
CCn1c(SCc2ccccc2F)nc(=O)c2c(C(=O)OC)cc(C3CC3)nc21	8.1%	·	-22.1%
CCc1ccc(OCC2Cn3c(nc4c3c(=O)[nH]c(=O)n4C)O2)cc1 (stereo not drawn)	·	-2.5%	-6.4%
CCCCN(C)CCNC(=O)c1ccc(Cn2c(=O)[nH]c3cc(OC)c(OC)cc3c2=O)cc1	2.9%	·	-22.8%
CSc1ncccc1C(=O)Nc1nc2c(C)cccc2s1	2.7%	-0.8%	14.2%
Cc1ccc(S(=O)(=O)N2CC=C(c3c(C)n(CC(=O)N4CCCC4)c4ccccc34)CC2)cc1C	9.0%	·	-26.6%
COc1cc(C(=O)N(Cc2ccccc2)c2cccc(C)c2)ccc1OC(F)F	-6.2%	24.2%	-4.9%
Cc1cc(-c2nc3ncccc3o2)ccc1NC(=O)CC(C)C	5.3%	3.6%	-9.3%
Cc1ccc(N(CC(=O)NC(C)(C)C)C(=O)CCC(=O)Nc2nccs2)cc1C	·	-0.2%	14.0%
Cc1ccc(/C(N)=N/OC(=O)COc2ccc(Cl)c(C)c2)cc1	-1.3%	-6.7%	-0.9%
CCOC(=O)C1=C(C)NC(C)=C(C(=O)OCC)C1c1ccc(O)cc1	-2.1%	9.0%	2.0%
Cc1ccc(CNC(=O)Cn2cccc2)cc1	·	-15.1%	-8.9%
O=C(O)/C=C\C(=O)Nc1cccc(C(=O)Nc2cccc(O)c2)c1	0.0%	-9.7%	-1.5%

New compounds follow
SMILES	TDP1 inh	N370S GC	FEN1 inhibitor
O=C(N/N=C/c1ccc(Cl)c([N+](=O)[O-])c1)c1cnccn1	8.2%	-6.7%	-8.2%
O=C(C1CCN(CC2CCCCC2)CC1)N1CCCC1	0.4%[56.1 µM]	8.0%	-2.2%
COc1ccc(CCC(=O)N2CCN(S(=O)(=O)c3ccc4ccccc4c3)CC2)cc1	3.9%	24.3%	-18.3%
CCn1c(=S)sc2c(=O)n(CC(=O)Nc3ccccc3C(F)(F)F)c(C)nc21	44.7µM*	-15.5%	0.1%
Cc1cc(N=Cc2c(O)n(-c3ccc4c(c3)OCO4)c(=O)c3ccccc23)ccn1	3.1%	-0.2%	1.1%
Cc1cccc(C(=O)Nc2c(C(=O)N3CCN(c4ccc(F)cc4)CC3)oc3ccccc23)c1	1.1%	·	9.5%
Cc1cc(/C(N)=N/OC(=O)Nc2ccccc2)no1	0.0%	-18.1%	4.2%
O=C(CN1CCN(S(=O)(=O)c2ccc(F)cc2)CC1)NCc1cccs1	-12.7%	-3.8%	1.4%
Cc1[nH]c2ccccc2c1C(=O)CN1C(=O)C(=O)N(C2CCCC2)C1=O	-2.7%	-2.4%	-1.3%
O=C(CCN1C(=O)c2ccccc2S1(=O)=O)N1CCN(c2ccccc2F)CC1	-3.1%	0.0%	-1.2%
Cn1c2c(c(=O)c3ccccc31)CCCC2	3.1%	2.2%	-0.4%
N=c1n(CCN2CCCCC2)c2ccccc2n1CC(=O)c1cccc([N+](=O)[O-])c1	·	?	9.2%
Cc1ccc(-c2onc(C)c2C)cc1S(=O)(=O)NC1CCCCC1	-5.3%	·	-23.3%
Cc1ccnc(NS(=O)(=O)c2ccc(NC(=O)Cc3ccc(F)cc3)cc2)n1	·	0.1%	-2.7%
CCn1c(-c2ccccc2)c[nH]c1=S	1.0%	6.6%	-10.1%
Cc1ccc(N(C(=O)c2ccc(S(=O)(=O)N3CCOCC3)cc2)C2C=CS(=O)(=O)C2)cc1C (stereo not drawn)	2.3%	-6.6%	-4.0%
CCCOc1ccc(C(=O)NC(=S)N2CCN(c3cc4c(cc3F)c(=O)c(C(=O)O)cn4CC)CC2)cc1	7.9%[0.0935 µM]	1.0%	0.4%
CCn1ccc2cc(S(=O)(=O)N3CCCN(C(=O)Nc4ccccc4C(F)(F)F)CC3)ccc21	8.9%	·	5.4%
COc1ccccc1-c1c(-c2ccc(OCC(=O)NN)cc2O)n[nH]c1C(F)(F)F	0.0%	0.4%	-0.8%
CC(=O)Nc1ccc(S(=O)(=O)N2CCc3cc4c(cc3C2)OCCCO4)cc1	-3.9%	-0.7%	-3.6%
